RECQ1 inh = qHTS Assay for Inhibitors of RecQ-Like Dna Helicase 1 (RECQ1). ATP-dependent DNA helicase Q1 (Homo sapiens), P46063. RECQ1 DNA unwinding, red fluorescence kinetic read. Potency, µM (top dose mostly 57.3 µM), inactives show at the top dose activity, negative = inhibition, actives largely listed as inhibitors. 240,000 compounds, 0.54% hits. AID 2549, 2010;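 further: plate controls were vehicle for no effect and no enzyme for full effect; nearly all actives have a fitted effect of over 30% in size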
Target sequence (P46063 whole entry, looked up): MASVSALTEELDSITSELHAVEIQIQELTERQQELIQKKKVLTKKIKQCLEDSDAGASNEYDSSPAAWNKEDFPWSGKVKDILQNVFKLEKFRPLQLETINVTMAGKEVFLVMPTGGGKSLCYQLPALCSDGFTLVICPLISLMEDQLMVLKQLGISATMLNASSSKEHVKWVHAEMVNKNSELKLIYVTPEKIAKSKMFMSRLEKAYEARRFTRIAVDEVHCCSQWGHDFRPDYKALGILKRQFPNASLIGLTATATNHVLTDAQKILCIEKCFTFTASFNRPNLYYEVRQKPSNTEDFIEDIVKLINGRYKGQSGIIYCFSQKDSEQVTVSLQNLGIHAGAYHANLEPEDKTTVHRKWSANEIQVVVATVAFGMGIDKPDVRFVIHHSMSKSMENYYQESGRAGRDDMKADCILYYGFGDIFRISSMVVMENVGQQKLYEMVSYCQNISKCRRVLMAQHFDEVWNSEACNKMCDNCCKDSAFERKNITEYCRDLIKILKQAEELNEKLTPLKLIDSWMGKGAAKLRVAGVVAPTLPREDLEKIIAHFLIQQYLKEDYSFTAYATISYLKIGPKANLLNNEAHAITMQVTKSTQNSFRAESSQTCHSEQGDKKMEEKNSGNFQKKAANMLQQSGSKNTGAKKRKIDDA
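50 nM RECQ1T1 preincubated 15 min with compound in Tris pH 8.0 buffer with MgCl2, DTT, Tween-20 and 2.5 ug/ml poly(dI-dC); started with 200 nM TAMRA/BHQ-2 forked duplex and 2 mM ATP. Unwinding read as fluorescence (525/598 nm), two reads 2 h apart.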
GoLoco inh red = qHTS Assay for Inhibitors of RGS12 GoLoco Motif Activity (Red Fluorophore) | Guanine nucleotide-binding protein G(i) subunit alpha-1 (Homo sapiens), P63096 | Gai1:RGS12 GoLoco peptide FP, rhodamine, 10 min | Potency, µM (titrated, usually from 61.6 µM), inactives show at the highest dose activity, negative = inhibition, most hits filed as inhibitors | 230,000 compounds, 0.44% hits | AID 880, 2007; active means well fitted inhibition curve with a large enough effect, not every such curve was filed as active; inactive means no such curve, though single readings can be large or run the other way; further: on the % scale 0 is the no-effect control and ±100 the full control effect; nearly all actives have a fitted effect of over 30% in size; many of its hits are not listed in these tables
SMN2 splice enh = qHTS Assay for Enhancers of SMN2 Splice Variant Expression; HEK293 SMN2-luciferase splicing reporter, luminescence, 30-36 h; Potency, µM (highest dose often 46.1 µM), for inactives: top-dose activity change, positive = activation, usual class: activators; 210,000 compounds, 2.8% hits; further: % of control where 0% means no effect; nearly all actives have a fitted effect of over 55% in size
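HEK293 cells carry an SMN2 […]–luciferase reporter in which exon 7 inclusion puts luciferase in frame. Cells were plated 10-12 h before compound addition, then incubated 30-36 h at 37C. ONE-Glo luminescence was read; sodium butyrate at 4.5 mM final served as control.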
KDM4E inh = qHTS Assay for Inhibitors of Human Jumonji Domain Containing 2E (JMJD2E); Potency, µM (top dose mostly 57.1 µM), inactives show top-dose activity change, negative = inhibition, usual class: inhibitors; Lysine-specific demethylase 4E (Homo sapiens), B2RXH2; JMJD2E catalytic domain, FDH-coupled NADH fluorescence (FDH is formaldehyde dehydrogenase); AID 2147, 2009; 230,000 compounds, 1.6% hits; active means well fitted inhibition curve with a large enough effect, not every such curve was filed as active; inconclusive means small, poorly fitted or top-dose-only effect, or another doubt; inactive means no such curve, though single readings can be large or run the other way;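 further: 0% = wells with enzyme and -100% = buffer wells without enzyme; nearly all actives have a fitted effect of over 50% in size; many of its hits are not listed in these tables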
Target sequence (B2RXH2 1-337 limits assumed): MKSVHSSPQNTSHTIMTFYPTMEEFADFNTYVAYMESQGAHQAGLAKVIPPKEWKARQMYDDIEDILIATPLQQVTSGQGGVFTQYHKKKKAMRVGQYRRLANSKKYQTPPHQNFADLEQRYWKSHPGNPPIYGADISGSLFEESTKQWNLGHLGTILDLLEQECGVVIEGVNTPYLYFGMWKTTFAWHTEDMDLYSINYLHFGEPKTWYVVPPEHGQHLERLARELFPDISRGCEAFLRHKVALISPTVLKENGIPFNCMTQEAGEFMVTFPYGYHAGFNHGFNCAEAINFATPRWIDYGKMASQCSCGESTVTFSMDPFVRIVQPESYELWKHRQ
ALDH1A1 block = qHTS Assay for Inhibitors of Aldehyde Dehydrogenase 1 (ALDH1A1) | 220,000 compounds, 7.3% hits | Aldehyde dehydrogenase 1A1 (Homo sapiens), P00352 | AID 1030, 2008 | Purified ALDH1A1, NADH fluorescence, propionaldehyde substrate | Potency, µM (highest dose often 75.3 µM), inactives show at the highest dose activity, negative = inhibition, usual class: inhibitors; active means well fitted inhibition curve with a large enough effect, not every such curve was filed as active; inconclusive means small, poorly fitted or top-dose-only effect, or another doubt; inactive means no such curve, though single readings can be large or run the other way;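 further: plate controls were no enzyme wells and a reference inhibitor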
TexasRed fluor = Total Fluorescence Counterscreen for Inhibitors of the Interaction of Thyroid Hormone Receptor and Steroid Receptor Coregulator 2 | TRb/SRC2 Texas Red total fluorescence interference | Potency, µM (series often up to 106 µM), for the others: at the top dose fluorescence change, negative = quenching | 280,000 compounds, 0.29% hits; active means well fitted curve in either direction with a large enough effect; inconclusive means small, poorly fitted or top-dose-only effect; further: on the % scale 0 is the no-effect control and ±100 the full control effect
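Flags fluorescent or light-absorbing compounds by total fluorescence, S + 2P, at 555 nm excitation and 632 nm emission. Mixture: 20 nM Texas Red SRC2 peptide, 0.6 uM human TRb LBD, 1 uM T3, 5% DMSO; compound exposure 5 h at ambient temperature.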
LMNA splice mod = qHTS Assay for Modulators of Lamin A Splicing. Potency, µM (titrated, usually from 46.1 µM), inactives show at the top dose ratio change, negative = inhibition, most hits filed as inhibitors. 200,000 compounds, 0.01% hits. AID 1487, 2009. HeLa LMNA splicing GFP/RFP minigene ratio, 48 h; active means well fitted inhibition curve with a large enough effect in the signal ratio, with a control signal flat, not every such curve was filed as active; inconclusive means small, poorly fitted or top-dose-only effect, or effect the other way, or a change in a side signal; the % refers to the signal ratio; further: on the % scale 0 is the no-effect control and ±100 the full control effect
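Read-out is the ratio of GFP to DsRed2 object intensity, acquired by 488 nm laser-scanning cytometry on HeLa lamin A-EGFP minigene reporter cells. Compound incubation 48 hrs at 37 °C in Opti-MEM with 2% FBS; DMSO 0.5% final.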
TRb-SRC2 inh = qHTS for Inhibitors of the Interaction of Thyroid Hormone Receptor and Steroid Receptor Coregulator 2; TRbeta-SRC2 peptide binding, fluorescence polarization; receptor liganded with 1 µM T3; Potency, µM (series often up to 106 µM), for inactives: at the top dose activity change, negative = inhibition, actives largely listed as inhibitors; 280,000 compounds, 0.065% hits; Thyroid hormone receptor beta (Homo sapiens), P10828;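 further: plate controls were bound peptide for no effect and peptide without receptor for full effect; nearly all actives have a fitted effect of over 50% in size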
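Polarization signal, normalized between peptide-alone and full complex controls, measured compound effects on T3-liganded human TRb LBD (0.6 uM) binding 20 nM Texas Red SRC2 peptide after 5 hr.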
* hit, by the source's call; i = inactive; ? = inconclusive; · = no result given; [ ] = dose if it differs, or a comment. Unless noted, the call rests on the fitted dose curve; in most records, active means well fitted curve in the direction sought with a large enough effect; inconclusive means small, poorly fitted or top-dose-only effect, or another doubt; inactive means no such curve, though single readings can be large; an effect the other way counts as inactive or inconclusive. Potency means the concentration at half of the fitted maximal effect. A portion of the library, so the mix of outcomes need not match the whole.

SMILES,RECQ1 inh,GoLoco inh red,SMN2 splice enh,KDM4E inh,ALDH1A1 block,TexasRed fluor,LMNA splice mod,TRb-SRC2 inh
CC(=O)c1ccc(NC(=O)C2CC(=O)Nc3nc4ccccc4n32)cc1 (stereo not drawn),i,5%,·,-10%,·,-7%,·,2%
CC(=O)OC1CC(C)OC(C)O1 (stereo not drawn),-5%,-4%,5%,·,9%,-2%[201 µM],·,-2%[201 µM]
COC(=O)c1ccc(-n2c(C)cc(C(=O)COC(=O)CC3Sc4ccccc4NC3=O)c2C)cc1 (stereo not drawn),-13%,-6%,-4%,-3%,?,-1%[53 µM],2%,4%[53 µM]
CCN(CCCNC(=O)CN(C)S(=O)(=O)c1ccc2c(c1)CCC(=O)N2)c1cccc(C)c1,0%,5%,-19%,2%,0%,-3%,-8%,-3%
CCN(CC)S(=O)(=O)c1cccc(C(=O)N[C@H](C(=O)NCc2ccc(Cl)cc2)C(C)C)c1,-6%,-6%,-22%,-3%,-2%,0%,?,-7%
O=C1c2ccccc2C(=O)c2[nH]cnc21,-7%,-3%,·,-3%,?,-7%,·,-4%
C/C(=N\N1CCN(Cc2ccc(Cl)cc2)CC1)c1ccc([N+](=O)[O-])cc1,-2%,3%,·,2%,·,-1%,·,-1%
C=CCc1cccc(CNc2c(C)cc(C)cc2C)c1O,i,15%,-10%,-14%,3%,-1%,·,-4%
CCOc1cc2[nH]c(=O)n(CCC(=O)N3CCN(c4ccccc4OC)CC3)c(=O)c2cc1OCC,i,6%,10%,-24%,-4%,-4%,8%,-10%
c1ccc(CCn2nnnc2CN2CCc3ccccc32)cc1,-1%,·,·,-12%,?,0%,0%,1%
CC1(C)Oc2ccc(C(=O)NC3CCCC3)cc2N(CC(=O)NC2CCCC2)C1=O,i,2%,-3%,4%,?,-2%,20%,-3%
O=C(CNS(=O)(=O)c1ccccc1)Nc1ccc2c(c1)OCO2,5%,1%,4%,12%,1%,0%,?,11%
CCOc1ccccc1N(C(=O)c1ccco1)C(C(=O)NC1CCCC1)c1cccnc1 (stereo not drawn),-13%,11%,0%,-5%,5%,-2%,0%,-3%
CCCCN(Cc1cc2cc(OC)ccc2[nH]c1=O)C(=O)c1ccccn1,-3%,-9%,-21%,?,?,-2%,-11%,-8%
CCN(CC(=O)NCc1cccs1)c1ccc(S(=O)(=O)N2CCOCC2)cn1,-11%,7%,-12%,-7%,?,-5%,-4%,-1%
CCc1[nH]c(=O)c(C#N)c2c1COC(C)(C)C2,11%,0%,-25%,8%,?,-1%,0%,-5%
CNC(=S)N/N=C/c1cc(Br)cc(Br)c1O,-8%,7%,-102%[inhibitor],-2%,2%,6%,?,1%
COc1ccc(S(=O)(=O)N(n2c(C)nnc2-n2nc(C)cc2C)S(=O)(=O)c2ccc(OC)cc2)cc1,1%,4%,11%,3%,-3%,0%,-4%,13%
Cc1cc(C(=O)CN2C(=O)NC3(CCCc4ccccc43)C2=O)c(C)n1C (stereo not drawn),i,3%,-6%,1%,6%,1%,4%,-13%
Cn1cc(S(=O)(=O)N2CCN(c3ccc(F)cc3)CC2)c(=O)n(C)c1=O,-3%,1%,5%,0%,9%,-1%,-3%,13%
COc1cccc(OCC(=O)NC2CCCCC2)c1,-9%,-10%,?,4%,-11%,0%,3%,7%
COc1cccc(Nc2ncc3nc(-c4ccccc4)c(=O)n(C)c3n2)c1,-11%,64%[activator],·,·,?,·,?,·
COc1cccc(Oc2c(C)oc3c(CN4CCCCC4)c(O)ccc3c2=O)c1,-4%,-2%,·,?,·,1%,·,1%
O=C(Cc1ncc(C(F)(F)F)cc1Cl)NCCc1ccccn1,-7%,-1%,-6%,5%,10%,-5%,1%[46 µM],0%
COCCNC(=O)C1CCN(C(=O)c2cc3sccc3n2Cc2ccc(F)cc2)CC1,6%,-16%,-64%[inhibitor],7%,?,2%,·,-1%
O=[N+]([O-])c1ccc(-n2nnnc2CN2CCCCC2)cc1,15%,18%,·,3%,20µM*,-3%,·,1%
CC(C)C[C@H](NC(=O)OC(C)(C)C)C(=O)N/N=C/c1ccc2nccnc2c1,-2%,4%,-1%,-1%,13%,-3%,-4%,-12%
O=C(c1cc(C(F)(F)F)cc(C(F)(F)F)c1)N1CCC[C@@]2(CCN(Cc3ccccc3)C2)C1,-8%,5%,-2%,·,2%,·,·,·
CC(C)Cn1c(SCc2nnc(-c3cccs3)o2)nc(O)cc1=O,-24%,1%,11%,-2%,-9%,0%,-2%,-6%
COc1ccc(CCC(=O)O)cc1OC,8%,6%,·,-5%,·,-2%,·,2%
Cc1cc(C)n(-c2nc(NCCN(C)C)c3c4c(sc3n2)COC(C)(C)C4)n1,16%,8%,·,-20%,·,-2%,·,3%
O=C(CSc1nc2nc(-c3cccs3)cc(C(F)(F)F)c2c(=O)[nH]1)NCc1ccco1,-18%,11%,-8%,?,?,-4%,?,-1%
Cc1ccc(NC(=O)/C=C/c2ccco2)nc1,-10%,8%,14µM*,-8%,6%,6%,?,4%
CCCn1c(SC(C(=O)Nc2cc(C)ccc2OC)c2ccccc2)nc2ccccc2c1=O (stereo not drawn),-7%,7%,-1%,-27%,15%,-2%,0%,7%
CCc1c(C)c(C#N)c2nc3ccccc3n2c1N1CCN(c2cc(C)ccn2)CC1,-9%,5%,1%,4%,7%,1%,7%,0%
CCOC(=O)C1=C2N(C)c3ccccc3N2CCC1=O,i,-5%,·,2%,1%,-1%,-1%,-7%
CCOc1ccc(C(=O)OCC(=O)Nc2ccc(SC(F)F)cc2)cc1OCC,-5%,4%,2%,-10%,2%,3%,3%,6%
COc1ccc(C2OC(=O)CC2C(=O)NCc2ccc(C)cc2)cc1OC (stereo not drawn),-5%,6%,-2%,5%,0%,-7%,·,-3%
COc1ccc(OCC(=O)Nc2ccc3c(c2)nc(CN2CCN(C(C)=O)CC2)n3C)cc1,2%,4%,·,-5%,·,0%,·,-1%
Cc1cccc(OCc2nnc(SCC(=O)N3CCN(c4ccccc4)CC3)o2)c1C,-3%,-7%,-36%[inhibitor],-3%,-31%,-1%,-5%,-3%
COc1c(S(=O)(=O)N2CCCC2)ccc(Cl)c1Cl,-3%,8%,28%,8%,-14%,-3%,-5%,-5%
O=C(CCCCn1c(=O)[nH]c2ccccc2c1=O)NCCC1=CCCCC1,-3%,-13%,-22%,-6%,?,0%,2%,9%
CCOc1ccc(NC(=S)NN(C)C(=S)Nc2ccc(OCC)cc2)cc1,-3%,4%,-5%,3%,28µM*,-4%,?,-7%
Cc1ccc2nsnc2c1S(=O)(=O)N1CCCC1,-3%,-6%,-28%,-7%,5%,-1%,7%,0%
CCCC[C@@H]1C[C@H]1[C@@H](NC(=O)c1ccccc1)c1ccccc1C(F)(F)F,-6%,-6%,-21%,-3%,14%,-1%,8%,-6%
CCOC(=O)C1(CC2CCCCO2)CCN(S(=O)(=O)c2ccc(OC)cc2)CC1 (stereo not drawn),3%,-3%,·,-1%,-9%,0%,·,-7%
Cc1noc(C)c1C(=O)Nc1nc(-c2ccccc2Cl)cs1,-1%,12%,6%,-13%,-7%,?,?,2%
Cc1c(C(=O)NCCCN2CCCC2=O)oc2ccc(S(=O)(=O)N3CCOCC3)cc12,i,11%,1%,-2%,-2%,0%,-6%,-10%
CCOC(=O)CNC(=O)C1CCCc2c1[nH]c1ccc(Cl)cc21 (stereo not drawn),11%,13%,·,?,5%,-1%[53 µM],·,-1%[53 µM]
COc1ccc(CCNC(=O)c2ccc(Cl)cc2)cc1,-12%,-8%,-20%,-9%,12%,-1%,-1%,-4%
Cc1cc(C(C)(C)C)nc2[nH]n(-c3ccccc3)c(=O)c12,-1%,7%,-22%,2%,-2%,-3%,-7%,-6%
Cc1cc(-c2nnc(CCC(=O)NC(C)c3cccc4ccccc34)o2)no1 (stereo not drawn),-5%,-3%,-4%,1%,10%,1%,?,3%
CC(C)CO/N=C1/C[C@@H](O)[C@@H](O)[C@@H]2[C@@H]3C(=O)N(C(C)(C)C)C(=O)[C@H]3CC[C@H]12,-1%[11.5 µM],·,·,·,8%[13.5 µM],1%[11.2 µM],·,-2%[11.2 µM]
CC(C)(C)c1ccccc1N=Cc1ccc2ccccc2n1,-4%,-1%,-3%,1%,?,-2%,0%,-4%
O=C(COc1ccc2c(c1)CCC2)N1CCc2ccccc21,-1%,-8%,?,-5%,-11%,1%,-3%,1%
COCCNC(=O)CNC(=O)c1nn(-c2ccc(OC)c(Cl)c2)c(=O)c2ccccc12,-8%,-2%,8%,-12%,2%,0%,1%[0.0737 µM],-11%
COc1cccc(C(=O)O/N=C(\N)Cc2ccc(Cl)cc2)c1,-2%,-1%,-4%,-5%,6%,0%,-2%,-6%

Bioassay records from PubChem BioAssay.
